Assay outcomes from PubChem.
LDHA inh: qHTS assay for inhibitors of human lactate dehydrogenase. activity change, % (values are at about 110 or 230 µM). AID 1347041, 2019. 480,000 compounds, 0.15% hits. purified LDHA, NADH/diaphorase-resazurin fluorescence; active compounds read low. L-lactate dehydrogenase A chain (Homo sapiens), P00338; in the data active = activity change below about -30%; inconclusive = mostly about -25% to -30%;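 also: plate controls were DMSO wells for no effect and wells without enzyme for full effect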
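Enzyme activity of human lactate dehydrogenase 5 (2 nM; 0.06 mM NADH, 0.2 mM pyruvate, 5 min, RT) is measured via a resazurin/diaphorase fluorescence readout of residual NADH.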
ALOX12 inh: Primary qHTS assay for inhibitors of human arachidonate 12S-lipoxygenase (ALOX12): Round 2 | purified 12hLO, xylenol orange hydroperoxide absorbance | Potency, µM (doses to about 108 µM), inactives show top-dose activity change, negative = inhibition, hits mostly inhibitors | 580,000 compounds, 1.1% hits | AID 1671190, 2021; also: potency is read from the fitted curve at half-maximal effect; % is scaled to controls: 0 for no effect and ±100 for the full control effect
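Purified human 12hLO (150 nM final) in 25 mM Hepes, 0.01% Triton X-100, pH 7.0 was preincubated 15 min at room temperature with compound. Then 40 uM arachidonic acid was added, 30 min. Hydroperoxide was read by Fe-XO absorbance ratio 573/405 nm.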
RGS4 inh: Inhibitors of Regulator of G Protein Signaling (RGS) 4: qHTS; Regulator of G-protein signaling 4 (Homo sapiens), P49798; Transcreener GDP fluorescence polarization, RGS4-accelerated GTP hydrolysis; Potency, µM (top dose mostly 114 µM), for inactives: top-dose activity change, negative = inhibition, most hits filed as inhibitors; 390,000 compounds, 0.039% hits; also: potency is read from the fitted curve at half-maximal effect; % is scaled to controls: 0 for no effect and ±100 for the full control effect; nearly all actives have a fitted effect of over 75% in size; some results filed as inactive show a strong effect at the top dose
Target sequence (P49798 whole entry, looked up): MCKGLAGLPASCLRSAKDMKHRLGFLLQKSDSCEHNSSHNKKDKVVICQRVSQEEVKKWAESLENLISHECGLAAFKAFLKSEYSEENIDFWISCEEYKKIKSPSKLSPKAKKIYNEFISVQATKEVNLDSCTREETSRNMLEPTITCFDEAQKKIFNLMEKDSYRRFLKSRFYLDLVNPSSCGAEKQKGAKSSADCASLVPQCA
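MLSMR compounds (23 nl, pin-transferred) preincubated 10 min at room temperature with a 500nM (2x) first reagent, then RGS4 at 900nM (2x) plus Transcreener GDP mix added; fluorescence polarization (620/688 nm) read before and after 90 min at 30 °C.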
D2 agonist: HTS Assay for Allosteric Agonists of the Human D2 Dopamine Receptor: Primary Screen for Agonists | D(2) dopamine receptor (Homo sapiens), P14416 | HEK293 T-REx D2 cells, calcium flux agonist mode | activation, % at 2 µM | 340,000 compounds, 0.53% hits | AID 485358, 2010;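 active = activation over 3 SD above normal in the single-dose calcium agonist read, cut at about 30% in these data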; also: 0% is about no effect
Target sequence (P14416 whole entry, looked up): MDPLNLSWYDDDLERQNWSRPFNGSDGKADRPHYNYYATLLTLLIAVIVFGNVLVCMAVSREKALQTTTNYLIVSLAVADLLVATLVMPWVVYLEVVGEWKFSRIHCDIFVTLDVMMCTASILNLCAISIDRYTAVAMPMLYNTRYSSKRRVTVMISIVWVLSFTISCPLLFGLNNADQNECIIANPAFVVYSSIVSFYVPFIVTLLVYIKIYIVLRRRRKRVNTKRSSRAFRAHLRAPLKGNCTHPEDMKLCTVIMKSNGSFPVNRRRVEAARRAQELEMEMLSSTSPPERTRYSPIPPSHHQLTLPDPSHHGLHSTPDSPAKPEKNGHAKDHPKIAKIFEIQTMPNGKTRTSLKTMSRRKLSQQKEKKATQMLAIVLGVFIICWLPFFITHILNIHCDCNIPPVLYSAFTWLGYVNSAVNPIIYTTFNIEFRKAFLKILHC
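Agonism is scored from calcium flux in a force-coupled, inducible HEK293 cell line expressing D2, read kinetically for 180 s after compound addition against dopamine controls.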
Vif-APOBEC3G blk: qHTS for Inhibitors of Vif-A3G Interactions: qHTS | DNA dC->dU-editing enzyme APOBEC-3G (Homo sapiens), Q9HC16 | HeLa A3G-eYFP + Vif (tagged APOBEC3G with the HIV-1 protein that degrades it), YFP fluorescence, overnight | Potency, µM (highest dose often 46.1 µM), for the others: top-dose activity, negative = active, most hits filed as inhibitors | 410,000 compounds, 0.076% hits | AID 602310, 2012;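 also: potency is read from the fitted curve at half-maximal effect; % is scaled to controls: 0 for no effect and ±100 for the full control effect; nearly all actives have a fitted effect of over 60% in size; hits raise eYFP signal because A3G escapes Vif-driven loss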
Target sequence (Q9HC16 whole entry, looked up): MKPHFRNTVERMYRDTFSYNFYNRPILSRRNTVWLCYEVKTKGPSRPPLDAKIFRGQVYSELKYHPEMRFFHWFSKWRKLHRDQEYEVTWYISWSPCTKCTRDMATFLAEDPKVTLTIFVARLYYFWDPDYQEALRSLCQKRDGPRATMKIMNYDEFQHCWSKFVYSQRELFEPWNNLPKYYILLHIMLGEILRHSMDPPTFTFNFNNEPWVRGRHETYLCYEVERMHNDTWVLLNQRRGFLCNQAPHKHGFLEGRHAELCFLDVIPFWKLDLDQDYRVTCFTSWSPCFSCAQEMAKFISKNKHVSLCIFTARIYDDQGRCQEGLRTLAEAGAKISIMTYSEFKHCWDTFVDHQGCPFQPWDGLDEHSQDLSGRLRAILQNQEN
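HeLa cells stably expressing Vif and C-terminally eYFP-tagged A3G, seeded overnight at 37 deg C, then exposed to compound by pintool overnight at 37 deg C. Rise in yellow fluorescence (Ex 488/Em 500-530, Acumen) marks blocked Vif-driven A3G degradation.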
Vif-APOBEC3F blk: qHTS for Inhibitors of Vif-A3F Interactions: qHTS; HeLa A3F-eYFP + Vif (tagged APOBEC3F with the HIV-1 protein that degrades it), YFP fluorescence increase; Potency, µM (highest dose often 46.1 µM), for inactives: top-dose activity, negative = active; 390,000 compounds, 0.2% hits; AID 602313, 2012; also: potency is read from the fitted curve at half-maximal effect; % of control where 0% means no effect; nearly all actives have a fitted effect of over 65% in size
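Fluorescence increase (Ex 488/Em 500-530) after overnight compound treatment at 37 deg C flags inhibition of Vif-driven A3F-eYFP loss in stable HeLa A3F-eYFP/Vif cells seeded overnight beforehand.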
D2 antagonist: HTS Assay for Allosteric Antagonists of the Human D2 Dopamine Receptor: Primary Screen for Antagonists; D(2) dopamine receptor (Homo sapiens), P14416; HEK293 TREx D2 cells, calcium flux, dopamine EC80; inhibition, % at 10 µM; 340,000 compounds, 2% hits; AID 485344, 2010; in the data active = inhibition above about 30%; also: 0% is about no effect
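In this primary screen, negative modulation is detected by tracking calcium flux after an EC80 dopamine challenge in inducible HEK293 T-REx D2 cells preexposed to test compound for 180 s.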
GRP78 ERSR act: qHTS for Inducers of the Endoplasmic Reticulum Stress Response (ERSR) in Human Glioma: qHTS; U87-MG GRP78 promoter luciferase reporter, 16 h; Potency, µM, for inactives: top-dose activation, actives largely listed as activators; 420,000 compounds, 0.02% hits; AID 602332, 2012; also: potency is read from the fitted curve at half-maximal effect; series mostly up to about 76 µM; % of control where 0% means no effect; nearly all actives have a fitted effect of over 35% in size
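ERSR induction read as luciferase luminescence (Bright-Glo, 10 min at room temperature) in stably transfected human U87-MG glioma cells exposed to compounds for 16 h, using GRP78 as sensor.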
ERG-DNA inh: qHTS for Small Molecule Inhibitors of the ERG Ets/DNA interaction; Transcriptional regulator ERG (Homo sapiens), P11308; AID 624246, 2012; fluorescence polarization, His-ERG Ets domain / labelled DNA; 370,000 compounds, 0.028% hits; Potency, µM (titrated, usually from 76.9 µM), without a hit: at the top dose FP activity, negative = inhibition, usual class: inhibitors; active = well fitted inhibition curve with a large enough effect in the polarisation, with a control signal flat; inconclusive = small, poorly fitted or top-dose-only effect, or effect the other way, or a change in a side signal; inactive = no such curve, though single readings can be large or run the other way; the % refers to the polarisation;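 also: polarization taken with two DNA probes labelled with fluorescein and Texas red; potency is read from the fitted curve at half-maximal effect; % of control where 0% means no effect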
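His-tagged ERG Ets domain (1 uM in the protein solution; 300mM KCl, 50mM Tris-HCl, 1mM EDTA, 1mM DTT, pH 7.5) received compound, then a probe mix of 5 nM fluorescein-DNA and 100nM Texas-615-DNA. Fluorescence polarization was read for both dyes.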
* = called active by the depositor; ? = inconclusive; · = no result given; & = joins results of further samples; [ ] = remark or other dose. Unless noted, calls follow the shape of the dose curve; as a rule, active = well fitted curve in the direction sought with a large enough effect; inconclusive = small, poorly fitted or top-dose-only effect, or another doubt; inactive = no such curve, though single readings can be large; an effect the other way counts as inactive or inconclusive.

1	CCCOC(=O)C(C)n1nnc2sc(-c3ccccc3)cc2c1=O (stereo not drawn)
2	COC(=O)c1cccc(Oc2nc3c(c(=O)n(C)c(=O)n3C)n2Cc2ccc(C)cc2)c1
3	CCOC(=O)N1CCN(C(=O)/C(=C/c2ccc(N(C)C)cc2)NC(=O)c2ccccc2)CC1
4	C=CCNC(=O)C12CCC(C)(C(=O)C1Br)C2(C)C (stereo not drawn)
5	COc1ccc(/C=N/NC(=O)CCn2nc(C)cc2C)cc1
compound no.	1	2	3	4	5
LDHA inh	0	-8	2	-8	-9
ALOX12 inh	-18%	21%	?	11%	0%
RGS4 inh	-29%	16%	-10%	4%	6%
D2 agonist	-0.5	·	·	0.7	-0.5
Vif-APOBEC3G blk	·	-4%	4%	-3%	-5%
Vif-APOBEC3F blk	·	-5%	-20%	3%	-8%
D2 antagonist	·	·	·	-3	-4
GRP78 ERSR act	·	-4%	-2%	-4%	3%
ERG-DNA inh	-10%	-11%	13%	-2%	1%

6	Cc1cccc(-n2nc(C(=O)c3ccco3)cc(-c3nc4ccccc4[nH]3)c2=N)c1
7	COCCN1C(=O)N[C@@H](c2ccccc2)[C@H](C(=O)OC)[C@H]1C
8	CN(C(=O)CSc1nnc(-c2ccco2)o1)C1CCCCC1
9	O=C(O)C1(c2ccccc2)CCN(S(=O)(=O)c2cccs2)CC1
10	CC1(Oc2ccc3ccccc3c2)CCN(Cc2ccc(OC(F)(F)F)cc2)C1 (stereo not drawn)
compound no.	6	7	8	9	10
LDHA inh	1	-4	-3	-5	2
ALOX12 inh	-21%	-22%	424%[activator]	?	-17%
RGS4 inh	18%	-12%	-11%	35%	·
D2 agonist	1.5	·	0.7	0.6	·
Vif-APOBEC3G blk	0%	3%	-1%	-1%	-4%
Vif-APOBEC3F blk	-1%	-2%	-3%	0%	·
D2 antagonist	-23	·	-7	-2	·
GRP78 ERSR act	-2%	-3%	-1%	-4%	2%
ERG-DNA inh	7%	10%	-8%	-4%	·

11	COc1ccc(CC(=O)O/N=C(\N)c2ccc(C)cc2)cc1
12	CCOC(=O)N1CCN(C(=S)NC(=O)c2cccc(OC)c2)CC1
13	CCNC(=O)CN(CCc1ccccc1)S(=O)(=O)c1ccc(OC)cc1
14	Cc1cccc(C(=O)NCC(c2ccco2)N2CCc3ccccc32)c1 (stereo not drawn)
15	Cc1nc2ccc(C(=O)N3c4ccccc4CC3C)cc2s1 (stereo not drawn)
compound no.	11	12	13	14	15
LDHA inh	2	-3	-9	-2	-9
ALOX12 inh	266%[activator]	?	-25%	?	-6%
RGS4 inh	-11%	-1%	-3%	-10%	11%
D2 agonist	-0.6	·	-0.8	1.4	0.0
Vif-APOBEC3G blk	-2%	0%	0%	-3%	?
Vif-APOBEC3F blk	-11%	-33%	8%	-10%	2%
D2 antagonist	7	·	-4	-9	-7
GRP78 ERSR act	2%	-5%	-3%	-1%	-5%
ERG-DNA inh	-7%	3%	-8%	4%	-1%

16	COc1ccccc1CNS(=O)(=O)c1cc(C)ccc1OC
17	CCCN(CC1CC1)C(=S)Nc1ccc(Oc2ccccc2)cc1
18	Cc1noc(C)c1S(=O)(=O)N1CCCC1C(=O)NC(C)(C)C (stereo not drawn)
19	Cc1cc(C)cc(N2C(=O)CN(Cc3sccc3C)C2=S)c1
20	COc1cccc(-c2cnc3c(NC(C)=O)cc(-c4cc(F)ccc4OC)cn23)c1
compound no.	16	17	18	19	20
LDHA inh	5	4	-2	-4	-3
ALOX12 inh	1%	?	15%	21%	?
RGS4 inh	0%	-19%	-34%	24%	·
D2 agonist	-1.2	-0.6	0.2	-1.4	·
Vif-APOBEC3G blk	1%	1%	1%	0%	?
Vif-APOBEC3F blk	0%	-17%	3%	-6%	·
D2 antagonist	-4	7	-8	-16	·
GRP78 ERSR act	-1%	-2%	-2%	-4%	-2%
ERG-DNA inh	-2%	-3%	-4%	-4%	·

21	Cn1c(-c2cc(Br)ccc2O)n[nH]c1=S
22	COC(=O)CCNC(=O)Cn1cnc2sc3c(c2c1=O)CCCC3
23	CC(C)OCCCNC(=O)C1CC(=O)N(CCc2ccc(F)cc2)C1 (stereo not drawn)
24	Cc1noc(-c2ccc(Cl)cc2)c1C(=O)O/N=C(\N)c1ccc(C(C)(C)C)cc1
25	CCN(C(=O)CSc1nc2nc(C)cc(C)n2n1)c1ccccc1
compound no.	21	22	23	24	25
LDHA inh	2	2	0	-8	0
ALOX12 inh	?	12%	-24%	-5%	0%
RGS4 inh	-24%	-25%	-7%	-10%	-18%
D2 agonist	0.3	1.5	0.0	·	6.3
Vif-APOBEC3G blk	-7%	0%	0%	0%	1%
Vif-APOBEC3F blk	-4%	-4%	-7%	9%	-1%
D2 antagonist	-3	-9	-8	·	11
GRP78 ERSR act	-3%	1%	-6%	-10%	-3%
ERG-DNA inh	·	-11%	16%	-6%	·

26	COc1ccc(/C=C/C(=O)Nc2ccccc2C(=O)N2CCCC2)cc1
27	CC1CCc2c(C(=O)N3CCN(S(=O)(=O)c4cccs4)CC3)csc2C1 (stereo not drawn)
28	CCN(C(=O)CCS(=O)(=O)c1cc2[nH]c(=O)c(=O)[nH]c2cc1C)c1ccccc1
29	COc1ccccc1NS(=O)(=O)c1ccc(NC(C)=O)cc1
30	C=CCN1C(=O)C2(c3ccccc31)C1CCCC=C1C(C#N)=C(N)C2(C#N)C#N (stereo not drawn)
compound no.	26	27	28	29	30
LDHA inh	0	7	-4	-1	6
ALOX12 inh	-1%	-4%	-22%	28%	?
RGS4 inh	9%	-19%	10%	8%	-39%
D2 agonist	-0.4	1.9	0.8	0.1	-1.1
Vif-APOBEC3G blk	-1%	-6%	0%	0%	-1%
Vif-APOBEC3F blk	-9%	-7%	0%	-9%	-27%
D2 antagonist	-3	17	·	6	-4
GRP78 ERSR act	-1%	-5%	-3%	-2%	0%
ERG-DNA inh	6%	-2%	3%	3%	?

31	CC(C)NC(=O)C1(C)CCCCN1Cc1cccc(C(F)(F)F)c1 (stereo not drawn)
32	CCOc1ccc(-n2c(=O)c3sccc3n(CC(=O)NCc3ccco3)c2=O)cc1
33	COc1ccc(NC(=O)NCCCCc2ccccc2)c(OC)c1
34	N#CC1(Cc2ccccc2Cl)c2ccccc2C=CN1C(=O)c1ccccc1 (stereo not drawn)
35	COc1ccc(OCC(=O)Nc2ccc(N3CCOCC3)cc2)c([N+](=O)[O-])c1
compound no.	31	32	33	34	35
LDHA inh	-1	-9	-11	-6	1
ALOX12 inh	-5%	12%	-3%	-10%	-8%
RGS4 inh	·	-10%	11%	6%	-18%
D2 agonist	·	-0.9	-2.2	-0.3	-0.2
Vif-APOBEC3G blk	-1%	2%	0%	-13%	4%
Vif-APOBEC3F blk	·	0%	4%	3%	3%
D2 antagonist	·	-5	-7	-2	-23
GRP78 ERSR act	1%	5%	-2%	-3%	-3%
ERG-DNA inh	·	7%	-10%	-4%	5%

36	c1ccc(CNc2nc3ccccc3n3cnnc23)cc1
37	Cc1onc(-c2c(F)cccc2Cl)c1C(=O)Nc1cccc(S(=O)(=O)N2CCCCC2)c1
38	COc1ccc(-c2cc(C(F)(F)F)nc(SCC(=O)Nc3ccc4c(c3)OCO4)n2)cc1OC
39	Cc1ccc(C(=O)CSc2nc3ccccc3c(=O)[nH]2)cc1C
40	CCOCCCNC(=O)c1ccc2nc(CCc3ccccc3)oc2c1
41	Cc1nc(-c2cccc(S(=O)(=O)N3CCC(C(=O)NCc4ccccc4Cl)CC3)c2)no1
42	Cc1ccc(NC(=O)CC(NCC2CCCO2)C(=O)O)cc1C (stereo not drawn)
compound no.	36	37	38	39	40	41	42
LDHA inh	-6	-3	3	0&-8	-6	-2	-7
ALOX12 inh	0%	13%	-13%	?	-18%	0%	1%
RGS4 inh	4%	6%	39%	-27%	10%	14%	12%
D2 agonist	0.4	·	2.6	0.1	0.6	-1.2	-0.2
Vif-APOBEC3G blk	0%	2%	1%	0%	6%	2%	6%
Vif-APOBEC3F blk	-3%	-1%	?	2%	1%	-6%	-34%
D2 antagonist	-3	·	-3	-2	·	·	2
GRP78 ERSR act	-2%	-1%	1%	0%	2%	0%	2%
ERG-DNA inh	10%	8%	5%	-9%	-5%	-1%	-1%

One compound at a time, from the list above.
COc1ccc(-c2cc(C(F)(F)F)nc(SCC(=O)Nc3ccc4c(c3)OCO4)n2)cc1OC across the screens: LDHA inh = 3; ALOX12 inh = -13%; RGS4 inh = 39%; D2 agonist = 2.6; Vif-APOBEC3G blk = 1%; Vif-APOBEC3F blk = ?; D2 antagonist = -3; GRP78 ERSR act = 1%; ERG-DNA inh = 5%
c1ccc(CNc2nc3ccccc3n3cnnc23)cc1 across the screens: LDHA inh = -6; ALOX12 inh = 0%; RGS4 inh = 4%; D2 agonist = 0.4; Vif-APOBEC3G blk = 0%; Vif-APOBEC3F blk = -3%; D2 antagonist = -3; GRP78 ERSR act = -2%; ERG-DNA inh = 10%

Not all compounds are listed. The share of hits here may be higher or lower than overall.
